PREPL inh: human PREPL enzyme inhibition; AID 2751; recombinant PREPL, fluorescence polarization activity-based probe; 0.68% of 320,000 active; Q4J6C6; inhibition, % at 5.96 µM; in the data active = inhibition above about 43%;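 also: 0% = enzyme with DMSO and 100% = wells lacking enzyme; many of its hits are not listed in these tables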
LYPLA1 inh: counter-screen for PME1 inhibitors: inhibitors of human LYPLA1; O75608; recombinant LYPLA1, FP-Rh probe fluorescence polarization; inhibition, % at 5.9 µM; 0.16% of 320,000 active;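 active = inhibition above the mean of all tested compounds plus 3 SD, set per campaign, cut at about 14% in these data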;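 also: inhibitors block serine hydrolase probe labeling of LYPLA1 so polarization falls; 0% = enzyme with DMSO and 100% = wells lacking LYPLA1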
pPAFAH inh: pPAFAH (human) enzyme inhibition; Q13093; recombinant pPAFAH, FP-rhodamine probe fluorescence polarization; inhibition, % at 3.39 µM; 1.5% of 330,000 active;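 active = inhibition above the mean inhibition across the screen plus 3 SD, cut at about 25% in these data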;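 also: inhibitors block binding of the rhodamine activity-based probe so polarization drops; 0% = enzyme with DMSO and 100% = wells lacking pPAFAH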
LYPLA2 counter: counter-screen for PME1 inhibitors: inhibitors of human LYPLA2; O95372; recombinant LYPLA2, FP-Rh probe fluorescence polarization; inhibition, % at 5.9 µM; 0.38% of 320,000 active; AID 2177;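 active = inhibition above the screen-wide mean plus 3 SD, limit set per campaign, cut at about 26% in these data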;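 also: 0% = LYPLA2 with DMSO and 100% = wells lacking LYPLA2 enzyme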
GSTO1 counter: counter-screen for RBBP9 inhibitors: inhibitors of human GSTO1 | P78417 | recombinant GSTO1, activity-based probe fluorescence polarization | inhibition, % at 5.96 µM | 1.1% of 300,000 active | AID 1974;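 active = inhibition above the campaign mean inhibition plus 3 SD, cut at about 35% in these data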;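 also: 0% = GSTO1-1 with DMSO and 100% = wells lacking GSTO1-1 enzyme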
Target sequence (P78417 whole entry, looked up): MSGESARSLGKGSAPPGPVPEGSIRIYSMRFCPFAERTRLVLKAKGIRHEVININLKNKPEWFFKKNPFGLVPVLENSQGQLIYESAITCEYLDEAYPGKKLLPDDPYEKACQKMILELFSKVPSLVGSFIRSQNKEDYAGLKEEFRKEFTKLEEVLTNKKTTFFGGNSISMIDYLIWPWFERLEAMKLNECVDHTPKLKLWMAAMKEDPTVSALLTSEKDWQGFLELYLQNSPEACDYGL
PAD4 inh: inhibitors of human PAD4; Q9UM07; recombinant PAD4, RCA probe fluorescence polarization; inhibition, % at 6.36 µM; 0.41% of 330,000 active; AID 485272;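 active = percent inhibition above a cutoff equal to the mean of all tested compounds plus 3 SD, cut at about 15% in these data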;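 also: 0% = PAD4 with RCA probe and DMSO and 100% = probe without PAD4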
Target sequence (Q9UM07 whole entry, looked up): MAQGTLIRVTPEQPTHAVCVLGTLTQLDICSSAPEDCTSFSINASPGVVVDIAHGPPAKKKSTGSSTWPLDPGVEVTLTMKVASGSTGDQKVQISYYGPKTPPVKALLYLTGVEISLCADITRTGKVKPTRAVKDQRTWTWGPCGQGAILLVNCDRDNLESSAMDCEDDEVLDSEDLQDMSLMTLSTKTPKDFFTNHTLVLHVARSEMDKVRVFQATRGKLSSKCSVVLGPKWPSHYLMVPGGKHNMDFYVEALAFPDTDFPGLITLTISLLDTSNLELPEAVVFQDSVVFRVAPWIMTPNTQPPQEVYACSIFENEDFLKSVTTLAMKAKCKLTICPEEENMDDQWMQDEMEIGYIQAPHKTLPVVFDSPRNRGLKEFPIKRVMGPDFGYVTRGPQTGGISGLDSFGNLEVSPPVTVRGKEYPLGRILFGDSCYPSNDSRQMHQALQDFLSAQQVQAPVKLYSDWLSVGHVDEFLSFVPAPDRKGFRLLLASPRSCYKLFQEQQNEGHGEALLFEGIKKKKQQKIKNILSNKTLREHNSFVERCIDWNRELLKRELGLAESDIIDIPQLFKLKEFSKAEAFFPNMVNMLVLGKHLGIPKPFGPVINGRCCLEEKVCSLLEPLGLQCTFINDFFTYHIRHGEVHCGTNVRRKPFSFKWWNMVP
PME-1 inh: blocks human protein phosphatase methylesterase 1 | recombinant PME-1, FP-Rh probe fluorescence polarization | 0.53% of 320,000 active | Q9Y570 | AID 2130 | inhibition, % at 5.9 µM;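 active = inhibition above the campaign mean of all compounds plus 3 SD, cut at about 26% in these data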;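 also: competitive labeling of PME-1 active site by serine hydrolase directed probe; 0% = PME-1 with DMSO and 100% = wells lacking PME-1 enzyme; inhibitors block probe labeling so polarization falls and inhibition rises; many of its hits are not listed in these tables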
PAFAH1B3 FP inh: inhibitors of human PAFAH1B3; recombinant PAFAH1B3, FP-rhodamine probe, fluorescence polarization; inhibition, % at 3.39 µM; 0.28% of 340,000 active;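 active = inhibition above the screen-wide average of all tested compounds plus 3 SD, cut at about 25% in these data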;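 also: 0% = enzyme with DMSO only and 100% = wells lacking PAFAH1B3 protein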
PAFAH1B2 FP inh: inhibitors of human PAFAH1B2; recombinant PAFAH1B2, FP-rhodamine activity probe, fluorescence polarization; inhibition, % at 3.39 µM; 1.2% of 340,000 active;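 active = inhibition above the mean of all tested compounds plus 3 SD, cut at about 24% in these data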;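 also: 0% = enzyme with DMSO and 100% = wells lacking PAFAH1B2; many of its hits are not listed in these tables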
An asterisk follows results filed as active; . = not tested or not shown. An excerpt, so the mix of outcomes need not match the whole.

Values run as follows: PREPL inh	LYPLA1 inh	pPAFAH inh	LYPLA2 counter	GSTO1 counter	PAD4 inh	PME-1 inh	PAFAH1B3 FP inh	PAFAH1B2 FP inh
COc1cccc(-c2ccc(SCC(=O)N3CCc4ccccc43)nn2)c1
 : -38	-2	-2	3	-3	3	-10	.	.
O=C(COc1ccc(S(=O)(=O)N2CCOCC2)cc1Cl)NCc1ccccn1
 : 3	4	7	-1	-2	2	-2	8	7
O=C(COC(=O)c1cccc(Cl)c1)NCCN1C(=O)CSC1=O
 : -1	-2	-7	9	6	-3	2	9	1
CCN(CC)c1ccc(/C=N/NC(=O)c2ccc(Br)o2)cc1
 : 3	-1	1	-5	2	2	6	1	6
O=C(O)CCc1nc2cc3ccccc3cc2[nH]1
 : 13	1	-1	2	9	-2	5	7	4
COc1cnc(-c2ccccc2)nc1Oc1cccc(C)c1
 : -10	3	1	-1	5	-6	-1	5	-3
O=C(Cn1c(NCCO)nc2ccccc21)NCC1CCCO1 (configuration not stated)
 : 18	4	2	10	5	-1	5	4	5
CC(=O)OCCNC(=O)Cn1cnc2c1c(=O)n(C)c(=O)n2C
 : 4	-1	3	0	-1	3	-3	1	1
CCCC(=O)Nc1ccc(C(=O)NCC2CCCO2)cc1 (configuration not stated)
 : -8	1	4	10	-1	2	-3	2	4
COc1ccc(CCNC(=O)C2CCN(C(=O)c3cccc(Cl)c3)CC2)cc1OC
 : 22	0	-1	8	3	-2	-1	10	3
CCOC(=O)N1CCN(C(=O)c2cc(COc3ccc(Cl)cc3OC)on2)CC1
 : 5	8	5	14	0	-1	2	7	1
CCOc1cc(S(=O)(=O)N2CCN(CC)CC2)ccc1Cl
 : -5	2	1	-1	4	3	-1	4	6
c1ccc(CN2C3=NCCCN3c3ccccc32)cc1
 : 16	0	2	3	-1	-8	2	5	2
CCCOC(=O)CSc1nnc(-c2cc(OC)c(OC)c(OC)c2)o1
 : 15	2	-3	10	8	1	-3	11	-2
O=C(Nc1nnc(C2CCCCC2)s1)c1cccs1
 : -2	-4	11	2	-26	0	0	-1	5
NS(=O)(=O)c1ccc(CNS(=O)(=O)c2ccc(Cl)nc2)cc1
 : -2	-1	2	2	1	3	-8	8	4
COc1ccccc1N1CCN(C(=O)c2cc3cc(Cl)ccc3[nH]2)CC1
 : 21	3	4	8	3	-5	8	2	-1
COc1ccc(OCC(=O)OCC(=O)NCC2CCCCC2)cc1
 : 4	0	15	9	.	-3	-2	1	5
COc1cccc(CN(C(=O)Cc2c[nH]c3ccccc23)C(C(=O)NC2CCCCC2)c2ccc(C)o2)c1 (configuration not stated)
 : 4	-5	6	-6	-1	7	-7	6	10
COc1ccc(-c2cc(C(F)(F)F)nc(SCCC(=O)N3CCCC3)n2)cc1
 : -6	0	5	0	1	0	0	-8	-12
Cc1cccc(NC(=O)CSc2nnc3ccc(-c4ccccn4)nn23)c1
 : 21	1	3	8	8	2	1	11	4
N#Cc1ccsc1NC(=O)c1cccc([N+](=O)[O-])c1
 : 0	-2	9	-5	15	-4	0	4	3
Cc1ccc(NC(=O)CN(C)CC(=O)Nc2ccc(N3CCOCC3)cc2)cc1F
 : 35	0	18	3	5	-2	-3	13	9
Cc1ccccc1NC(=O)c1ccc(S(=O)(=O)N(C)C)cc1
 : -4	5	-2	4	-2	2	3	5	3
COc1ccc(Cl)cc1NC(=O)c1cnc2sccn2c1=O
 : 2	-7	-6	-1	-4	-4	-3	5	0
Cc1cnc(N2C(=O)c3ccc([N+](=O)[O-])cc3C2=O)s1
 : -9	3	7	9	9	-2	6	2	4
O=C(NC(Nc1ncccn1)C(=O)c1ccccc1)c1ccccc1 (configuration not stated)
 : -3	2	2	5	1	-3	0	4	3
COc1ccccc1NC(NC(=O)c1ccccn1)C(Cl)(Cl)Cl (configuration not stated)
 : -2	-1	0	3	3	4	2	2	-2
COc1ccc2c(C)nc(Nc3nc(C)cc(C)n3)nc2c1
 : -14	1	0	-2	8	1	-11	-5	-1
Cc1ccc(S(=O)(=O)N2CCOC2CNC(=O)C(=O)NCc2ccc3c(c2)OCO3)cc1 (configuration not stated)
 : 8	3	5	9	-3	-1	3	3	6
O=C(N1CCOCC1)n1cnc2ccccc21
 : -1	-1	1	2	5	1	3	-10	2
O=C(CSc1ccc2nnc(-c3ccccn3)n2n1)Nc1nccs1
 : -20	0	4	2	11	-1	-1	-5	-11
COc1ccccc1-n1c(SCC(=O)NC2CC2)nc2ccccc2c1=O
 : -4	-2	0	1	.	-5	-3	-4	1
Cc1ccc(OCCCCN(C)Cc2ccccc2)c(Br)c1
 : -6	-5	4	-7	5	-4	5	-1	-1
O=C(CNC(=O)c1ccc(Cl)c([N+](=O)[O-])c1)NCC1CCCO1 (configuration not stated)
 : 10	-1	3	16	3	4	3	-3	4
COc1cc(NC(=O)c2cc(S(=O)(=O)N3CCCCC3)ccc2N2CCOCC2)cc(OC)c1
 : 0	-6	6	-8	3	-2	3	3	-2
O=C(CCC(=O)Nc1ccccc1Cl)N/N=C/c1ccccc1
 : 2	2	2	2	5	0	4	3	1
Cc1sc(N/N=C/c2cccnc2)nc1-c1ccccc1
 : 19	4	13	13	-8	-4	17	-1	3
COc1ccnc(-n2cccc2/C=N/O)c1C#N
 : 4	3	2	2	0	-6	3	7	4
Cc1nn(C(=O)/C(C#N)=C/N(C)C)c(C)c1C
 : -1	-3	3	-5	4	-2	-3	1	4
CCC(=O)c1ccccc1OCCSc1nc(C)cc(=O)[nH]1
 : 14	-2	-12	-4	-1	-6	-2	4	5
COc1ccc(C(=O)O)cc1S(=O)(=O)N(C)C
 : -3	-2	-2	-2	9	-3	-3	5	1
Cc1cc(C)c(S(=O)(=O)N2CCCCC2CCNC(=O)C(=O)NC2CC2)c(C)c1 (configuration not stated)
 : 8	4	-3	2	3	-4	5	11	4
Cc1nn(-c2ccc(F)cc2)c(Cl)c1/C=C1\C(=O)Nc2ccccc21
 : -4	-1	1	3	-20	-5	-1	3	1
O=C(COc1ccc(F)cc1)Nc1nnc(S(=O)(=O)N2CCCC2)s1
 : 5	1	2	0	-33	-1	0	6	7
COC(=O)COc1ccc2c(c1C)O/C(=C\c1ccco1)C2=O
 : 17	-4	15	-2	-1	-3	-9	5	-1
CC(C)COc1ccc(C(=O)OCCN2CCCCC2)cc1
 : -3	-3	2	2	2	-1	-2	16	1
Cc1ccccc1CN1C(=O)c2ccccc2Sc2ccc(C(=O)NCCCN3CCOCC3)cc21
 : -6	-6	-5	-2	0	-3	2	-1	3
C/C(=N\NC(=O)COc1ccccc1[N+](=O)[O-])c1cccs1
 : 1	-3	2	-1	11	-1	-5	4	0
CC(C)(C)OC(=O)N/N=C\c1ccc(OC(=O)c2ccco2)cc1
 : 7	0	-2	1	5	-2	-1	3	7
COC(=O)c1[nH]c2ccc(Cl)cc2c1NC(=O)c1ccccc1[N+](=O)[O-]
 : -3	-1	1	5	-2	2	7	4	0
CN(C)CCCNc1c2ccccc2nc2ccccc12
 : 13	-2	-8	-5	0	2	-12	6	4
Cc1ccc(NC(=O)c2ccc(=O)n(CC(=O)Nc3ccccc3)n2)cc1
 : -11	-3	4	-2	-9	-2	1	-18	-2
CC(C)Oc1ccc(/C=N/NC(=O)c2ccc(N(Cc3ccccc3)S(C)(=O)=O)cc2)cc1
 : 10	-15	3	-34	-5	-2	-18	4	2
Cc1ccc(N=Cc2c(O)c3ccccc3oc2=O)cc1F
 : 8	2	-3	5	-3	2	1	3	-2
O=C1N[C@@H](c2ccccc2)COC(=O)[C@@H](Cc2ccc(F)cc2)CC/C=C/C[C@H]1CC(=O)N(CCO)Cc1ccccc1
 : 35	.	6	.	.	0	.	1	5
Nc1nonc1NC(=O)NN=C1CCCCC1
 : 5	-2	0	2	0	0	7	12	0
COCCNc1nnc(SCC(=O)NNC(=O)c2ccco2)s1
 : 4	3	0	-6	.	-4	-5	9	10
COc1ccc(NC(=O)c2cnc(NS(=O)(=O)c3ccccc3)nc2)cc1
 : -1	-3	4	0	-6	-4	0	4	2
COc1ccc(NC(=O)c2cnc(SC)nc2C)c(OC)c1
 : 6	4	8	1	5	-5	-2	4	5

Other compounds.
Values run as follows: PREPL inh	LYPLA1 inh	pPAFAH inh	LYPLA2 counter	GSTO1 counter	PAD4 inh	PME-1 inh	PAFAH1B3 FP inh	PAFAH1B2 FP inh
CCCNC(=O)COC(=O)c1ccc(S(=O)(=O)N2CCCCCC2)cc1
 : 13	2	19	-3	2	-2	-3	2	0
COc1ccc(NC(=O)c2cc(C)nc3ccccc23)cc1S(=O)(=O)Nc1ccccc1Cl
 : 2	-1	7	-6	6	-5	0	-11	2
COc1ccc(OCC(=O)Nc2cccc(C(=O)Nc3ccccc3C(=O)O)c2)cc1
 : -9	-1	-9	-2	-23	7	-79	1	-1
COc1ccc(C2=NS(=O)(=O)N(C)C(C(=O)NCc3cccs3)=C2)cc1OC
 : 8	1	11	4	-4	-1	16	0	1
Cn1c(CNC(=O)CCNC(=O)c2ccccc2F)cc(=O)n(C)c1=O
 : -5	-1	0	-4	-6	-4	4	5	1
CC(C)Cn1c(CN2CCCCC2C)nc2c1c(=O)n(C)c(=O)n2C (configuration not stated)
 : 6	0	-7	0	4	6	1	-4	-1
CCc1ccc(N2CCN(CCNC(=O)Nc3ccccc3)CC2)cc1
 : -1	-2	5	-1	12	2	1	3	4
CCCCNC(=O)c1onc(CSc2cccc(F)c2)c1C(=O)O
 : 1	1	15	-3	-48	-4	-3	4	18
Cn1nc(C(=O)NC2CCCC2)c2ccccc2c1=O
 : 5	-1	2	3	.	-1	1	1	-7
CC[C@@H]1C=C(C(=O)O)[C@H](c2cccc(C)c2)N1S(=O)(=O)c1ccc(C)cc1
 : 5	.	-4	.	.	-3	.	1	2
O=C(COC(=O)c1ccc(CN2CCCC2=O)cc1)Nc1ccc(F)cc1
 : 4	0	8	-4	.	4	2	6	0
N/C(=N\OC(=O)C12CC3CC(CC(C3)C1)C2)c1ccccn1
 : -4	5	-1	-1	-3	2	-1	7	24*
O=C(Nc1nn(Cc2ccc(Cl)cc2)cc1Br)c1ccc(COc2ccccc2Cl)o1
 : -9	-15	-11	-27	-9	1	-22	0	-2
COc1ccc(C)cc1NC(=O)CSc1nnc2ccc(-c3ccccn3)nn12
 : -5	-3	-6	-6	8	3	-6	2	0
Cc1cc(Cl)ccc1NC(=O)Nc1c(C)n(-c2ccccc2)c(=O)n1C
 : 12	2	1	-1	6	3	2	1	0
COCCCNC(=O)c1cc(C)nn1-c1ccccc1
 : -4	-2	-6	-5	5	4	-2	2	2
COCc1ccc(C(=O)N2CCCC(CNC(=O)c3ccc(F)cc3)C2)o1 (configuration not stated)
 : 4	3	-1	3	-2	-3	-1	8	-7
C=C1c2ccccc2NC(=O)N1c1ccc(C)cc1
 : -16	1	2	-2	-2	-2	3	-1	9
COc1ccc(S(=O)(=O)Nc2cccc3c2O[C@H](CN(C)S(=O)(=O)c2cn(C)cn2)[C@@H](C)CN([C@H](C)CO)C3=O)cc1
 : 1	.	-1	.	.	-3	.	-3	2
CCCNC(=O)Cn1nc(C(F)(F)F)c2c1CCC2
 : 3	-2	-3	-6	2	-5	-5	7	4
Cc1nc2c(-c3ccc(F)cc3)c(C)nn2c(C)c1CCC(=O)N1CCN(c2ccc(F)cc2)CC1
 : 12	0	2	-2	-2	1	-2	7	3
Cc1cc([N+](=O)[O-])nn1Cc1noc(C(=O)NCCc2ccccn2)n1
 : 4	0	2	1	8	1	5	-7	-1
C(=C\c1ccccc1)/C=N/N1CCN(c2ccccn2)CC1
 : 11	0	3	4	1	-1	2	0	0

Source: PubChem (The Scripps Research Institute Molecular Screening Center)
